procasp3 activ = activates human procaspase-3 | P42574 | recombinant procaspase-3 D3A, Ac-DEVD-pNA absorbance 405 nm | activation, % at 8.5 µM | hit rate 0.11% among 330,000 | AID 463141;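 active means activation above the mean of all tested compounds plus 3 SD, cut at about 21% in these data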;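 further: 0% = DMSO alone and 100% = DMSO wells spiked with extra 5 µM PC-3 D3A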
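Assay system – Procaspase-3 D3A mutant, all three cleavage aspartates alanine · Controls – DMSO-only low control, 5 µM PC-3 D3A high control · Schedule – 1 h compound preincubation, 2 h substrate hydrolysis at 25 °C · Signal – 405 nm absorbance of p-nitroaniline, reads at 0 and 120 min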
ZTA counter = ZTA (EBV) inhibition in EBNA-1 counter-screen. P03206. ZTA-DNA binding, fluorescence polarization. inhibition, % at 11 µM. hit rate 0.15% among 320,000; in the data active means inhibition above about 33%
procasp7 counter = activates human procaspase-7, counter-screen for procaspase-3 activators; P55210; recombinant procaspase-7, Ac-DEVD-pNA absorbance 405 nm; D23A/D198A/D206A triple mutant, cannot self-cleave; scale: DMSO 0, 5 µM enzyme 100; activation, % at 8.5 µM; hit rate 0.093% among 330,000; AID 463210;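 active means percent activation above the screen-wide mean plus 3 SD, cut at about 25% in these data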
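Test system: Procaspase-7 triple mutant (PC-7 D3A). Also added: Ac-DEVD-pNA substrate, 400 µM as added. Schedule: 1 h enzyme–compound preincubation and 2 h substrate reaction, both 25 °C. Signal: p-Nitroaniline absorbance at 405 nm, read at 0 and 120 min. Control set: low DMSO alone, high DMSO plus 5 µM PC-7.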
EBNA-1 inh = blocks EBNA-1 binding to DNA. EBNA-1 DNA binding, fluorescence polarization. inhibition, % at 14.8 µM. hit rate 0.34% among 300,000. AID 1950; in the data active means inhibition above about 28%
LAP4-GFP MLPCN = modulators of TOR pathway LAP4-GFP in S. cerevisiae; hit rate 0.34% among 320,000; GFP response vs DMSO, % at 10 µM; S. cerevisiae LAP4-GFP multiplex, flow cytometry GFP, 3 h; median GFP as percent of DMSO wells;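 active means GFP response vs DMSO above a set limit, about the screen mean plus 3 SD, cut at about 150% in these data; inconclusive means under 70 cell events counted for the yeast strain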
AHR activator = human AHR activation | activation, % at 5 µM | P35869 | AHR-responsive luciferase reporter cells, luminescence | hit rate 2.5% among 320,000; in the data active means activation above about 47%;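 further: 0% = vehicle wells and 100% = reference agonist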
RPL19A TOR yeast = yeast TOR pathway RPL19A-GFP modulation; S. cerevisiae RPL19A-GFP strain, flow cytometry, 3 h; active compounds read low; percent response vs DMSO, % at 10 µM; hit rate 0.3% among 330,000; AID 2025;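 active means percent response vs DMSO below 50%; inconclusive means fewer than 70 events counted for the yeast strain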;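 further: median channel GFP fluorescence of the barcoded RPL19A-GFP strain; ratio of sample median GFP to plate DMSO average so 100% = DMSO; lower means less RPL19A-GFP as with rapamycin TOR inhibition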
MEP2 TOR yeast = modulators of TOR pathway MEP2-GFP in S. cerevisiae | S. cerevisiae MEP2-GFP strain, flow cytometry GFP, 3 h; 100% = DMSO control level | GFP response vs DMSO, % at 10 µM | hit rate 0.51% among 330,000 | AID 2016;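 active means GFP response versus DMSO above a set limit, roughly screen mean plus 3 SD, cut at about 180% in these data; inconclusive means fewer than 70 cells counted for a yeast strain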;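 further: median GFP fluorescence of the barcode-gated MEP2-GFP cells per well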
Starred values were filed as active, the others as inactive; ? = inconclusive; · = not tested or not shown; [ ] = remark or other dose.

SMILES	procasp3 activ	ZTA counter	procasp7 counter	EBNA-1 inh	LAP4-GFP MLPCN	AHR activator	RPL19A TOR yeast	MEP2 TOR yeast
CCCCCCC(C)n1cc(C(C)=O)c(=O)n(C)c1=O (stereo unspecified)	4	-1	-4	2	98	-2	99	113
COc1ccc(C(=O)COC(=O)c2c(C)noc2C)cc1Cl	11	·	1	·	101	-2	97	104
O=S(=O)(Cc1ccco1)Cc1nc(-c2ccc(Cl)cc2)cs1	-3	-5	0	3	136	5	101	103
CCCC(=O)c1cc(F)c(N2CCOCC2)cc1C	5	4	-9	2	82	-1	112	92
Cc1nc2ccc(NC(=O)c3ccc(F)c(S(=O)(=O)N4CCOCC4)c3)cc2s1	-12	3	-2	-5	87	7	95	96
Cc1cc(C(F)F)n2nc(C(=O)Nc3ccc(S(=O)(=O)NC45CC6CC(CC(C6)C4)C5)cc3)nc2n1	-3	-28	1	3	106	-2	94	102
N#CC12CCCCC1CC1CCCCC1(C#N)N2CCO (stereo unspecified)	-4	-18	2	-19	93	2	93	99
COc1ccc(NC(=O)Cn2nnc(C(=O)NCc3cccc(OC)c3)c2N)cc1	-2	-1	1	-2	·	0	91	84
Cc1ccccc1-c1noc(CCC(=O)NC2CCCCC2)n1	8	20	2	-5	80	-1	95	98
CCN(CC)S(=O)(=O)c1cc(C(=O)OC)ccc1Cl	-2	-8	9	0	109	28	101	108
CC1CCCN(S(=O)(=O)c2ccc(C(=O)Nc3nnc(-c4ccncc4)o3)cc2)C1 (stereo unspecified)	1	3	8	2	93	1	100	96
O=C(COC(=O)c1ccc([N+](=O)[O-])s1)NCCc1ccccc1	3	7	-10	·	102	2	104	106
Cn1c(COc2ccc([N+](=O)[O-])cc2)nnc1SCC(=O)NCC1CCCO1 (stereo unspecified)	1	-16	0	-3	96	2	105	101
O=C(CSCc1ccc([N+](=O)[O-])cc1)Nc1ccc(S(=O)(=O)N2CCCCCC2)cc1	-6	18	-5	-9	93	-2	101	91
NS(=O)(=O)c1ccc(NC(=O)COc2ccc(C(=O)c3ccc(F)cc3)cc2)cc1	1	-3	9	3	80	-2	91	?
Cc1ccc(NC(=O)C(SCC(=O)O)c2ccccc2)cc1C (stereo unspecified)	4	2	-3	-5	97	1	102	103
Cn1cnnc1SCC(=O)c1ccc(OC(F)F)cc1	-5	3	-6	-8	95	2	97	96
COCCNC(=O)c1cc2c3ccccc3n(C)c2s1	-9	1	-1	-4	100	49*	99	97
O=C1C2CCCN2C(c2ccccc2F)N1c1cccc(Cl)c1 (stereo unspecified)	8	1	4	-3	110	2	95	103
O=C(NCc1ccc2c(c1)OCO2)C12CC3CC(CC(C3)C1)C2	-18	-11	7	-11	95	1	93	95
CN(C)CCN(C(=O)c1ccc(C(=O)c2ccccc2)cc1)c1nc2cc3c(cc2s1)OCO3	5	-2	0	5	100	5	100	99
COc1ccc(/C=C/c2nnc(NC(=O)COc3ccccc3)s2)cc1	-2	-2	2	3	107	3	90	98
CN(/N=C/c1ccncc1)c1cnn(-c2ccc(F)c(Cl)c2)c(=O)c1Cl	3	-1	4	6	93	8	105	105
O=C(NCCCNC(=O)c1ccco1)c1cccc(F)c1	-5	-14	11	-12	88	1	108	98
COc1ccc(-c2nc(C#N)c(N3CCCCC3)o2)cc1	-7	-7	6	-21	100	17	107	102
CC1CCCC(C)N1c1nnc(NC(=O)Cn2c(=O)oc3ccccc32)s1 (stereo unspecified)	4	0	4	2	103	1	100	104
C=CCN(Cc1ccc(OC)c(OC)c1)C(=O)c1cc2cc(F)ccc2[nH]1	3	-8	-5	5	97	47*	104	104
Cc1cccc(-n2ccnc2CN2CCN(C3CCCC3)C(CCO)C2)c1 (stereo unspecified)	-3	-1	0	2	112	0	98	111
CCCc1nnc(NC(=O)CCC(=O)NC2CC2)s1	5	-4	0	-1	89	-2	97	114
Brc1ccc(-c2nn3c(-c4ccco4)nnc3s2)o1	23*	0	-4	6	87	-10	94	88
COc1ccccc1NC(=O)Cn1cnc2c(nnn2-c2ccc(C)cc2)c1=O	3	19	-11	6	90	0	105	109
O=C1CCCC(O)=C1C(C#Cc1ccccc1)C1=C(O)CCCC1=O	-10	10	-9	4	141	-3	96	94
COC(=O)C(c1ccccc1)N(Cc1cccc(CN(C(C(=O)OC)c2ccccc2)S(C)(=O)=O)c1)S(C)(=O)=O (stereo unspecified)	-4	-10	5	2	120	-1	93	84
CCc1cccc(C)c1NC(=O)CSc1nnc(CCCOc2ccc(Cl)cc2Cl)n1C	-1	4	-8	4	88	1	102	96
COCC(=O)n1nc(-c2ccccc2)nc1NCc1ccc(N(C)C)cc1	-5	-8	-13	-17	99	24	104	97
O=C(CNC(=O)C1CCCCC1)Nc1ccc(Cl)cc1	-1	5	-11	-2	90	6	99	99
Cc1cc(C)n2nc(SCC(=O)NC(=O)NCc3ccco3)nc2n1	2	-10	-2	2	93	4	102	100
O=C(NC(=S)NCc1ccc(Cl)cc1)c1ccco1	-1	·	1	·	100	-2	102	102
COc1cc(/C=C2/CCCC(C(=O)C(F)(F)F)=C2O)ccc1O	-2	14	-8	-2	99	1	119	111
Cc1cccc(N(CC(=O)N2CCN(c3ccccc3F)CC2)S(C)(=O)=O)c1	2	-8	0	-2	90	1	97	98
COc1ccc(C2CC(c3ccccc3)n3nc(NC(=O)c4cccs4)nc3N2)cc1 (stereo unspecified)	-1	-2	-3	0	96	3	98	106
CCc1cc2c(CN3CCN(CC)CC3)cc(=O)oc2cc1O	19	3	22	7	92	-1	92	96
O=C(NCCc1nc(-c2ccccc2)no1)c1ccccc1	6	-3	3	7	110	7	101	95
Cc1cc(C)c(C)c(S(=O)(=O)Nc2cccc(S(=O)(=O)Nc3ccccc3C(=O)O)c2)c1C	10	·	-2	·	95	0	95	97
Cc1[nH]c2ccccc2c1C(=O)CN1C(=O)NC(C)(c2ccc(Cl)cc2Cl)C1=O (stereo unspecified)	3	-6	3	-2	100	6	110	110

An excerpt from above in order of their number in MEP2 TOR yeast, high to low.
| SMILES | MEP2 TOR yeast |
| --- | --- |
| CCCCCCC(C)n1cc(C(C)=O)c(=O)n(C)c1=O (stereo unspecified) | 113 |
| Cc1cc(C)c(C)c(S(=O)(=O)Nc2cccc(S(=O)(=O)Nc3ccccc3C(=O)O)c2)c1C | 97 |
| Cn1cnnc1SCC(=O)c1ccc(OC(F)F)cc1 | 96 |

Remaining list, next part
SMILES	procasp3 activ	ZTA counter	procasp7 counter	EBNA-1 inh	LAP4-GFP MLPCN	AHR activator	RPL19A TOR yeast	MEP2 TOR yeast
Cc1ccc(-n2ncc(C(=O)NC3CC3)c2C2CCN(C(=O)OC(C)(C)C)CC2)cc1	8	-1	3	-4	90	3	93	104
CCOc1ccc(OCCOC(=O)C2CCN(S(=O)(=O)c3ccc(C)c(C)c3)CC2)cc1	0	7	4	-4	100	3	85	88
CC1C(=O)C(C)C(c2ccc(Br)cc2)NC1c1ccc(Br)cc1 (stereo unspecified)	-2	4	2	-17	89	5	102	97
Cc1ccc(NC(=S)N2CCN(c3ccccn3)CC2)c(C)c1	7	-7	10	-6	87	-1	109	114
CCN1CCCC1CNC(=O)c1cc(S(=O)(=O)CC)c(N)cc1OC (stereo unspecified)	3	-6	-3	-1	114	-3	99	104
O=C(CN1C(=O)CS/C1=C\c1nc(-c2ccc(Cl)cc2)cs1)Nc1cccnc1Cl	-2	7	-8	-13	98	6	96	97
COc1ccc(C)cc1NC(=O)CC(NC(C)=O)c1ccccc1 (stereo unspecified)	10	-1	1	-1	87	1	101	89
O=C(c1ccccc1)c1cccn1CC(=O)N1CCN(c2ccccc2)CC1	1	-26	10	4	100	2	95	101
COc1ccccc1/C=C/C(=O)NCC(=O)n1nc(C)cc1C	0	-3	2	-5	137	2	98	105
COc1ccc(C2=NOC(C(=O)Nc3ccc(C(C)=O)cc3)C2)cc1OC (stereo unspecified)	1	9	10	4	117	-1	100	105
O=C(Nc1cc(-c2nc3ccccc3s2)ccc1Cl)c1ccc2c(c1)OCO2	-2	-9	6	-16	88	22	97	88
COc1ccc(NC(=S)N2CCC(C(=O)c3ccc(OC)cc3)CC2)cc1	-5	11	-6	2	100	-1	105	100
O=C(NN=Cc1ccccc1C(=O)O)c1ccc(NS(=O)(=O)c2cccs2)cc1	-5	·	7	·	114	3	102	113
CCc1ccc2c(c1)/C(=C/C(=O)c1cccs1)C(=O)N2	-7	7	4	-4	169*	19	81	95
COc1ccc(/C(C)=N/NC(=S)NCCc2ccccc2)cc1	-3	3	7	4	113	19	100	109

Entries above containing an NH in an aromatic ring:
SMILES	procasp3 activ	ZTA counter	procasp7 counter	EBNA-1 inh	LAP4-GFP MLPCN	AHR activator	RPL19A TOR yeast	MEP2 TOR yeast
C=CCN(Cc1ccc(OC)c(OC)c1)C(=O)c1cc2cc(F)ccc2[nH]1	3	-8	-5	5	97	47*	104	104
Cc1[nH]c2ccccc2c1C(=O)CN1C(=O)NC(C)(c2ccc(Cl)cc2Cl)C1=O (stereo unspecified)	3	-6	3	-2	100	6	110	110

(listing goes on)
SMILES	procasp3 activ	ZTA counter	procasp7 counter	EBNA-1 inh	LAP4-GFP MLPCN	AHR activator	RPL19A TOR yeast	MEP2 TOR yeast
C=CCSc1nc(N(CC)CC)c2sccc2n1	2	5	2	-1	113	10	102	108
O=C(O)c1cccc(Nc2nc(-c3ccccc3)nc3ccccc23)c1	-5	-7	-6	-2	106	2	93	92
Cc1[nH]n2c(=O)cc(C(C)(C)C)nc2c1-c1ccccc1	7	-10	14	4	90	0	95	94
COc1ccc(N2CCN(C(=O)c3oc4ccccc4c3NC(=O)CCc3cc(OC)no3)CC2)cc1	3	-3	7	1	94	-1	97	94
CC(C)/C=N/NC(=O)c1ccc(Cl)cc1	1	11	-6	-2	96	19	101	101
CCN1CCN(Cc2ccc(NC(=O)c3ccc(C)c(NC(=O)C4=NN(c5ccccc5)C(=O)C4)c3)cc2C(F)(F)F)CC1	6	-5	-3	-2	106	-1	94	96
COc1ccc(NC(=O)CN(C)C(=O)c2cc(-c3ccncc3)nc3ccccc23)cc1	-6	6	0	6	108[may fluoresce green]	8	104[may fluoresce green]	104[may fluoresce green]
CC1(C)CC(CCC(=O)Nc2ccccc2Cl)C(=O)O1 (stereo unspecified)	-1	-8	15	3	106	-1	102	104
O=C(COC(=O)/C=C/c1ccccc1)NC(=O)NC1CCCCC1	-9	·	2	·	98	-1	103	107
CCCc1ccc(C(C)NC(=S)NCc2ccc(F)cc2)cc1 (stereo unspecified)	8	1	4	4	103	-1	99	100
Cc1ccc(C(C)(C)C)cc1S(=O)(=O)Nc1cccc(S(=O)(=O)NC2=NCCC2)c1	4	-8	7	-5	101	1	101	103
O=C(NC1CCCC1)C(c1ccc(F)cc1)N(Cc1ccc(Cl)cc1)C(=O)CCl (stereo unspecified)	-5	3	-2	-4	93	1	103	100
Cc1noc(C)c1COC(=O)CNC(=O)c1cccc(F)c1	1	-4	12	6	112	-2	90	97
O=C(CC(=O)NCc1ccc(Cl)cc1)NCc1ccc(Cl)cc1	2	-15	-3	8	98	-1	96	111
C=CC[C@@H](CC(=O)NCCO)C(=O)N[C@H](C)COC(=O)[C@@H](CC=C)CC(=O)OC(C)(C)C	9	·	6	·	103	1	97	96
Cc1ccc2[nH]c(C(=O)N/N=C/c3ccccc3O)c(C)c2c1	-46	-5	-86	-3	95	2	103	100
COc1ccc(CN2C(=NC(=O)C3CCCO3)SC3CS(=O)(=O)CC32)cc1 (stereo unspecified)	1	-38	0	-7	89	0	99	94
CCN(CC)S(=O)(=O)c1cc(C(=O)NCCN2CCOCC2)ccc1Cl	0	14	1	3	106	1	103	100
O=C(O)c1cccc(-n2cccc2/C=C/[N+](=O)[O-])c1	-8	56*	-9	-4	163*	3	94	94
